Screening results as filed in PubChem.
NTR1 ag: agonists of NTR1, primary screen, imaging, U2OS cells, beta-arrestin-GFP, high content (AID 493036) | P30989 | actives 0.17% (n = 330,000) | NTR1-U2OS beta-arrestin-GFP spot imaging, agonist mode | activation, % at 20 µM;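 active means activation at or above 40% of the spot to cytoplasm intensity ratio, with at least 20 cells analyzed; inconclusive means wells under 20 cells, flagged as cytotoxic or low count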;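 further: 0% = DMSO without peptide and 100% = 100 nM NTR1 peptide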
Target sequence (P30989 whole entry, looked up): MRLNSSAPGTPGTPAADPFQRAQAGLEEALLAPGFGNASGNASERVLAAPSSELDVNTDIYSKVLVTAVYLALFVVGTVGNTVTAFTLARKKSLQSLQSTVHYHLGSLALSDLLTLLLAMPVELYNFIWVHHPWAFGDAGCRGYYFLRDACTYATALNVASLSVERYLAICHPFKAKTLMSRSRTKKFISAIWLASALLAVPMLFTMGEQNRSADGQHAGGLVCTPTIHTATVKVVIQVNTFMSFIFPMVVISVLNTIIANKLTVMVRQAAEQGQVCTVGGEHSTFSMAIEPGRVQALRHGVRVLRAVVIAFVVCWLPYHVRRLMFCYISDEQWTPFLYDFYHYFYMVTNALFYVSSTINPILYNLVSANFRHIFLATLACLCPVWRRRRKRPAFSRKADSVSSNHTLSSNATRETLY
K1F lysis inhibition: inhibition of K1F phage lysis, E. coli UTI89, bacterial capsule biogenesis inhibitors, alamar blue (AID 488966) | E. coli UTI89 K1F phage lysis, alamar blue, 2 h; higher % means a stronger effect | inhibition, % at 100 µM; hits with a dose series show IC50 in µM | actives 0.02% (n = 340,000);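 active means phage lysis inhibition, versus mean bacterial control, above a set limit; inconclusive means no clear call, values can overlap the other calls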;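 further: capsule biogenesis inhibitors block K1F phage lysis so surviving cells raise fluorescence; higher fluorescence means more inhibition of phage lysis; actives were called in the ten point dose series up to 300 µM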
NS5 inhibitors: flavivirus cap methylation enzyme inhibition – biochemical, confirmation dose response, primary screen (AID 588689); Dengue-2 NS5 methyltransferase capping enzyme assay, biochemical; higher % means a stronger effect; inhibition, % at 25 µM, or IC50 in µM where a hit was titrated; actives 0.3% (n = 340,000); in the data active means a potency from the dose series; inconclusive means inhibition above about 29% without an active follow-up result
PhoP inhibition: inhibitors of PhoP regulon expression, primary screen, Salmonella Typhimurium, GFP reporter (AID 1863); S. Typhimurium PhoP-regulated promoter GFP reporter, 4 h; higher % means a stronger effect; inhibition, % at 50 µM, or IC50 in µM where a hit was titrated; actives 0.16% (n = 300,000);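 active means inhibition over 29.93%, a cutoff 3 SD above the screen mean, later confirmed by dose response; inconclusive means inhibition over 29.93% but no dose response follow-up; inactive means inhibition at most 29.93% or unconfirmed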;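 further: 0% = low Mg2+ inducing control and 100% = high Mg2+ repressing control; strong numbers were not always called active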
West Nile virus CPE: inhibition of WNV-induced cytopathic effect – cell-based, CPE readout (AID 1621); West Nile virus-infected cells, CPE inhibition; higher % means a stronger effect; CPE inhibition, % at 10 µM, or IC50 in µM where a hit was titrated; actives 0.02% (n = 290,000); in the data active means a potency from the dose series; inconclusive means CPE inhibition mostly from about 3.7% at the one dose, without a potency; inactive means the rest, 99 in 100 with CPE inhibition below about 2.2%; further: strong numbers were not always called active
T cell HTS: T cell immune modulation candidate; 2C CD8+ T cell-vesicle binding, flow cytometry; stronger effect = lower value; AID 2052; calls only at 7 µM; actives 0.068% (n = 330,000);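 active means response, share of CD8 T cells binding vesicles, and their 90th percentile fluorescence all below set limits, cut at about 80% in these data, passing the limit was not always enough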
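incubation = binding step 1.5 h, 37 °C, antibody labelling 20 min, ice | test system = 2C mouse CD8+ T cells | read-out basis = percent CD8+ FL2 mean versus row control | controls = Peptide-free naked vesicles (low) and QL9 vesicles with 0.7% DMSO vehicle (high) | detection = flow cytometry of vesicle-bound cells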
MgcRacGAP inhibition: MgcRacGAP GTPase-activating activity inhibitors, confirmation, biochemical, ADP Hunter fluorescence; inhibition, % at 30 µM, or IC50 in µM where a hit was titrated; MgcRacGAP-stimulated Rac1 GTP hydrolysis, ADP Hunter fluorescence; higher % means a stronger effect; GST-tagged Rac1 F28L mutant substrate; actives 0.6% (n = 340,000);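 active means first-screen hits whose inhibition reached a set limit at any dose in the follow-up dose series; inconclusive means inhibition above the set first-screen limit but never retested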;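 further: fluorescence reports GDP produced by GAP-driven GTP hydrolysis; strong numbers were not always called active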
RSV CPE inhibition: RSV antiviral activity via CPE protection, HEp-2 cells, primary 10 µM value included (AID 2391); HEp-2 cells, RSV-induced CPE inhibition; higher % means a stronger effect; one-dose CPE inhibition, % at 10 µM; IC50 in µM for titrated hits; actives 0.13% (n = 310,000); in the data active means a potency from the dose series; inconclusive means CPE inhibition mostly from about 23% at the one dose, without a potency; inactive means the rest, 99 in 100 with CPE inhibition below about 21%; further: strong numbers were not always called active
Large T inhibition: SV40 large T antigen inhibitors, biochemical (AID 1903) | actives 0.39% (n = 310,000) | inhibition, % at 20 µM; hits with a dose series show IC50 in µM | SV40 large T antigen ATPase/helicase inhibition assay; higher % means a stronger effect; in the data active means a potency from the dose series; inconclusive means inhibition mostly from about 32% at the one dose, without a potency; inactive means the rest, 99 in 100 with inhibition below about 32%; further: strong numbers were not always called active
T cell HTS vesicle-bound %: recorded beside T cell HTS, whose call it bears; double positive events, %; measured here: CD8+ vesicle-bound cell fraction;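 binding gate set so that unloaded-vesicle control wells show 10% double positive cells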
NTR1 ag cell count 20 µM: recorded beside NTR1 ag, whose call it bears; cell count; measured here: cell count, cytotoxicity flag
NS5 inhibitors pilot replicate: further read-out of NS5 inhibitors, marked with its call; inhibition, %; measured here: pilot screen replicate inhibition
* = called active by the depositor; [ ] = another dose, or the depositor's remark.

COC(=O)c1ccc(NC(=O)C2CCCN(S(=O)(=O)c3cnc[nH]3)C2)cc1 (centres undefined) was read as NTR1 ag 3.2, K1F lysis inhibition 6.9%, NS5 inhibitors -10.4%, PhoP inhibition 9.4%, West Nile virus CPE -0.1%, T cell HTS inactive, MgcRacGAP inhibition 3.5%, RSV CPE inhibition -0.4%, Large T inhibition 1.0%, T cell HTS vesicle-bound % 42.2 and NTR1 ag cell count 20 µM 63.
CCOC(=O)C1=C(C)N=C2SC=C(C)N2C1c1ccc(OC)cc1 (centres undefined) was read as NTR1 ag -0.3, K1F lysis inhibition 0.2%, NS5 inhibitors 1.4%, PhoP inhibition 3.0%, West Nile virus CPE -1.1%, T cell HTS inactive, MgcRacGAP inhibition 5.7%, RSV CPE inhibition 0.9%, Large T inhibition 16.7%, T cell HTS vesicle-bound % 58.5 and NTR1 ag cell count 20 µM 70.
CCOC(=O)c1c(C)[nH]c(C)c1C(=O)COC(=O)c1ccc(Cl)c(S(=O)(=O)NCc2ccccc2)c1 was read as NTR1 ag 3.7, K1F lysis inhibition 2.2%, NS5 inhibitors -0.7%, PhoP inhibition -4.5%, West Nile virus CPE 0.3%, T cell HTS inactive, MgcRacGAP inhibition 5.7%, RSV CPE inhibition inconclusive, Large T inhibition 6.3%, T cell HTS vesicle-bound % 25.7 and NTR1 ag cell count 20 µM 41.
For CC1CCN(CCn2c(=S)[nH]c3ccccc3c2=O)CC1 the results were NTR1 ag 0.1, K1F lysis inhibition 1.8%, NS5 inhibitors 2.3%, PhoP inhibition 7.9%, West Nile virus CPE -1.1%, T cell HTS inactive, MgcRacGAP inhibition 2.5%, RSV CPE inhibition -0.5%, Large T inhibition 10.2%, T cell HTS vesicle-bound % 56.6 and NTR1 ag cell count 20 µM 63.
O=C(O)Cc1ccccc1C(=O)O was read as NTR1 ag 1.9, K1F lysis inhibition 0.3%, NS5 inhibitors 3.9%, PhoP inhibition -4.6%, West Nile virus CPE -0.3%, T cell HTS inactive, MgcRacGAP inhibition 3.4%, RSV CPE inhibition 1.8%, Large T inhibition 2.2%, T cell HTS vesicle-bound % 39.8 and NTR1 ag cell count 20 µM 81.
`COc1ccc(Cl)cc1S(=O)(=O)N1CCN(C(=O)COc2ccccc2)CC1` gave NTR1 ag -0.5, K1F lysis inhibition 0.0%, NS5 inhibitors -0.7%, PhoP inhibition 0.1%, West Nile virus CPE -0.1%, T cell HTS inactive, MgcRacGAP inhibition 9.3%, RSV CPE inhibition 1.4%, Large T inhibition 2.7%, T cell HTS vesicle-bound % 47.8 and NTR1 ag cell count 20 µM 64.
For CCC(Sc1ncccc1C(=O)O)C(=O)N1CCOCC1 (centres undefined) the results were NTR1 ag -1.3, K1F lysis inhibition -1.1%, NS5 inhibitors -6.5%, PhoP inhibition -2.4%, West Nile virus CPE -0.1%, T cell HTS inactive, MgcRacGAP inhibition 7.4%, RSV CPE inhibition 1.1%, Large T inhibition 15.0%, T cell HTS vesicle-bound % 0.0 and NTR1 ag cell count 20 µM 84.
COc1ccc(NC(=O)CSc2n[nH]c(CNc3cccc(C)c3)n2)cc1 was read as NTR1 ag -0.6, K1F lysis inhibition -0.2%, NS5 inhibitors -7.5%, PhoP inhibition 3.0%, West Nile virus CPE -0.1%, T cell HTS inactive, MgcRacGAP inhibition -3.5%, RSV CPE inhibition 2.5%, Large T inhibition 6.0%, T cell HTS vesicle-bound % 9.1 and NTR1 ag cell count 20 µM 54.
`CS(=O)(=O)N(CC(=O)NC1CC1)C1CCCCC1` gave NTR1 ag -0.1, K1F lysis inhibition 3.7%, NS5 inhibitors -2.2%, PhoP inhibition -11.3%, West Nile virus CPE 0.4%, T cell HTS inactive, MgcRacGAP inhibition 13.7%, RSV CPE inhibition 0.8%, Large T inhibition 7.7%, T cell HTS vesicle-bound % 35.4 and NTR1 ag cell count 20 µM 50.
For COc1nnc(-c2ccc(C(=O)N3C[C@@H]4C[C@H](C3)c3cccc(=O)n3C4)cc2)c2ccccc12 the results were K1F lysis inhibition 0.3%, NS5 inhibitors 4.9%, PhoP inhibition -3.6%, West Nile virus CPE 0.1%, MgcRacGAP inhibition 8.8% and Large T inhibition -4.2%.
CCOC(=O)C1CCCN(c2ccc(NC(=O)c3snc4c(=O)[nH]cnc34)cc2)C1 (centres undefined) was read as NTR1 ag 2.6, K1F lysis inhibition -0.5%, NS5 inhibitors 0.0%, PhoP inhibition -11.6%, West Nile virus CPE 0.7%, T cell HTS inactive, MgcRacGAP inhibition 7.6%, RSV CPE inhibition 1.8%, Large T inhibition 3.2%, T cell HTS vesicle-bound % 41.1 and NTR1 ag cell count 20 µM 71.
CCCn1c(SCC(=O)Nc2ccccc2CC)nnc1C(C)C was read as NTR1 ag 0.1, K1F lysis inhibition 2.3%, NS5 inhibitors 0.7%, PhoP inhibition -5.0%, West Nile virus CPE -0.3%, T cell HTS inactive, MgcRacGAP inhibition 3.5%, RSV CPE inhibition 0.7%, Large T inhibition 1.6%, T cell HTS vesicle-bound % 51.0 and NTR1 ag cell count 20 µM 68.
For CCCCCCn1nc(C(=O)Nc2nc3c(s2)CCCC3)c2ccccc2c1=O the results were NTR1 ag 0.6, K1F lysis inhibition 7.6%, NS5 inhibitors -3.6%, PhoP inhibition inconclusive, West Nile virus CPE -0.7%, T cell HTS inactive, MgcRacGAP inhibition 3.6%, RSV CPE inhibition 6.7%, Large T inhibition 1.3%, T cell HTS vesicle-bound % 36.0 and NTR1 ag cell count 20 µM 36.
Screening Cc1ccc(NC(=O)CCc2c(C)nn(-c3ccc(N4CCOCC4)nn3)c2C)cc1 returned NTR1 ag 0.8, K1F lysis inhibition 0.4%, NS5 inhibitors 0.9%, PhoP inhibition 5.8%, West Nile virus CPE -0.1%, T cell HTS inactive, MgcRacGAP inhibition 1.3%, RSV CPE inhibition 1.7%, Large T inhibition 1.5%, T cell HTS vesicle-bound % 3.4 and NTR1 ag cell count 20 µM 53.
NC(=O)c1ccc(-c2ccccc2F)cc1 was read as NTR1 ag 1.5, K1F lysis inhibition -0.2%, NS5 inhibitors 6.9%, PhoP inhibition -0.5%, West Nile virus CPE 0.2%, T cell HTS inactive, MgcRacGAP inhibition 8.2%, Large T inhibition 5.2%, T cell HTS vesicle-bound % 42.5 and NTR1 ag cell count 20 µM 54.
Screening O=C(NC1CCCC1)c1c(O)nc2sccn2c1=O returned NTR1 ag 0.1, K1F lysis inhibition 1.3%[50 µM], NS5 inhibitors 4.3%, PhoP inhibition 8.2%, T cell HTS inactive, MgcRacGAP inhibition 4.8%, RSV CPE inhibition 0.5%, Large T inhibition 10.2%, T cell HTS vesicle-bound % 57.4 and NTR1 ag cell count 20 µM 56.
O=C(CC1C[C@H](C(=O)N2CCOCC2)[C@@]2(CCC3CCCC3)c3[nH]c4ccccc4c3CCN2C1=O)NCCCn1ccnc1 (some centres undefined) was read as NTR1 ag 6.4, K1F lysis inhibition 0.4%, NS5 inhibitors 0.0%, T cell HTS inactive, MgcRacGAP inhibition 9.1%, T cell HTS vesicle-bound % 6.9, NTR1 ag cell count 20 µM 65 and NS5 inhibitors pilot replicate 4.6.
`CCOC(=O)C1CCCN(C(=O)c2cc(S(=O)(=O)N(C)C)ccc2N2CCCC2)C1` (centres undefined) gave NTR1 ag 0.4, K1F lysis inhibition 0.5%[50 µM], NS5 inhibitors -0.7%, PhoP inhibition -2.9%, T cell HTS inactive, MgcRacGAP inhibition 10.9%, RSV CPE inhibition 0.8%, Large T inhibition 11.1%, T cell HTS vesicle-bound % 9.3 and NTR1 ag cell count 20 µM 58.
Screening COc1ccccc1Nc1cc(N2CCOCC2)c2nonc2c1[N+](=O)[O-] returned NTR1 ag 3.4, K1F lysis inhibition 0.1%, NS5 inhibitors 13.5%, PhoP inhibition -0.1%, West Nile virus CPE 0.0%, T cell HTS inactive, MgcRacGAP inhibition -4.3%, RSV CPE inhibition 1.0%, Large T inhibition -2.7%, T cell HTS vesicle-bound % 36.0 and NTR1 ag cell count 20 µM 93.
`COc1cc(NS(=O)(=O)c2ccc(NC(=O)COc3cccc(C)c3)cc2)nc(OC)n1` gave NTR1 ag 1.8, K1F lysis inhibition -0.3%, NS5 inhibitors -6.3%, PhoP inhibition 6.4%, West Nile virus CPE -0.2%, T cell HTS inactive, MgcRacGAP inhibition 1.9%, RSV CPE inhibition 3.0%, Large T inhibition 4.5%, T cell HTS vesicle-bound % 13.9 and NTR1 ag cell count 20 µM 50.
`CCOC(=O)c1c2n(c3c(NCc4ccccc4)ncnc13)CCCC2` gave NTR1 ag 1.7, K1F lysis inhibition 0.1%[50 µM], PhoP inhibition -1.8%, West Nile virus CPE -0.3%, T cell HTS inactive, MgcRacGAP inhibition -7.3%, RSV CPE inhibition 4.5%, Large T inhibition 14.6%, T cell HTS vesicle-bound % 39.7 and NTR1 ag cell count 20 µM 60.
For COc1cc(/C=C/C(=O)OCC(=O)Nc2ccc(C)c(S(=O)(=O)N3CCCCC3)c2)ccc1O the results were NTR1 ag 8.2, K1F lysis inhibition -0.3%[50 µM], NS5 inhibitors -3.2%, PhoP inhibition 15.0%, West Nile virus CPE -0.2%, T cell HTS inactive, MgcRacGAP inhibition 13.2%, RSV CPE inhibition 1.4%, Large T inhibition 15.0%, T cell HTS vesicle-bound % 2.8 and NTR1 ag cell count 20 µM 45.
Screening CC(=O)Nc1ccc(S(=O)(=O)Nc2nc3ccc([N+](=O)[O-])cc3s2)cc1 returned NTR1 ag 0.2, K1F lysis inhibition -0.4%, NS5 inhibitors -1.5%, PhoP inhibition 6.9%, West Nile virus CPE 1.6%, T cell HTS inactive, MgcRacGAP inhibition 6.8%, RSV CPE inhibition -1.7%, Large T inhibition 6.2%, T cell HTS vesicle-bound % 53.5 and NTR1 ag cell count 20 µM 56.
`COc1ccc2[nH]c(O)c(N=O)c2c1` gave NTR1 ag 0.5, K1F lysis inhibition -0.1%, NS5 inhibitors 0.0%, PhoP inhibition -0.5%, West Nile virus CPE -0.4%, T cell HTS inactive, MgcRacGAP inhibition 5.5%, RSV CPE inhibition 11.5%, Large T inhibition 5.2%, T cell HTS vesicle-bound % 47.7 and NTR1 ag cell count 20 µM 45.
